ERp5 block: blocks human ERp5 reductase activity on insulin. actives 0.05% (n = 350,000). ERp5 insulin aggregation, absorbance 650 nm, 90 min. inhibition, % at 9.99 µM. AID 651711;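 active means mean replicate inhibition above about 25%, with every replicate also reaching it, limit read from the data, passing the limit was not always enough; inconclusive means only one of those two criteria met; inactive means neither criterion met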
Target sequence (Q15084 whole entry, looked up): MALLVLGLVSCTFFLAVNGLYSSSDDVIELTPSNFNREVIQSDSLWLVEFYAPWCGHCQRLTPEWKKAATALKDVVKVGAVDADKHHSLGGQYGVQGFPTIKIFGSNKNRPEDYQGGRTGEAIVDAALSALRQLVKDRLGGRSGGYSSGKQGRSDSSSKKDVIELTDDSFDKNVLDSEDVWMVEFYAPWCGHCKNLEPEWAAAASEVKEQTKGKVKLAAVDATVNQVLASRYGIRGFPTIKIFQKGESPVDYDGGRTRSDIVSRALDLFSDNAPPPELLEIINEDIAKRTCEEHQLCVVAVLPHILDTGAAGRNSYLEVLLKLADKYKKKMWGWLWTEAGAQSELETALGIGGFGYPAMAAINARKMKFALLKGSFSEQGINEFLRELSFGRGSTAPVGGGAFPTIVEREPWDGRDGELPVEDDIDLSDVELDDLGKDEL
CFTR F508del cor: correctors of CFTR F508del function in bronchial epithelial cells. actives 0.36% (n = 350,000). CFBE cells, YFP halide quenching; stimulated with forskolin plus potentiator P3; % fluorescence drop versus neutral controls. activity (quench increase), % at 7.58 µM. AID 720511;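 active means mean added fluorescence quench of at least 8% versus neutral control, with both replicates also reaching 8%; inconclusive means only one of the mean or replicate conditions met; inactive means mean below 8% and not both replicates reaching 8%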;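 further: cells transiently co-express mutant CFTR-F508del with the halide-sensitive YFP; corrector assay measuring rescue of mutant channel to the surface after 24 h compound exposure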
GSIS activator: GLuc luminescence reporter in INS-1E cells, primary screen for activators of glucose-dependent secretion of insulin. INS-1E GLuc reporter insulin secretion, 2-3 h. activation, % at 16.6 µM. actives 0.61% (n = 370,000);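 active means lowest replicate activation of at least 40%, so every replicate reaches that level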;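 further: 0% = median of neutral control wells and 100% = median of IBMX positive control wells; some compounds called inactive have numbers as strong as hits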
XiGFP reactiv: X-chromosome reactivation activator. actives 0.055% (n = 360,000). activation, % at 7.58 µM. XiGFP mouse fibroblasts, % GFP-positive cells imaging, 3 d; cells co-treated with 5-aza-dC sensitizer; scaled so ellipticine positive control = 100%;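 active means mean normalized replicate activation at least 10% and every replicate at or above 10%; inconclusive means only one of the two criteria met; inactive means mean below 10% and not all replicates reach 10%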;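 further: 0% = median of on-plate neutral control wells and 100% = ellipticine 6 µM median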
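Material: XiGFP fibroblasts, SV40-immortalized; Buffer or medium: DMEM containing 5-aza-dC; Compound dosing: single point; Times: 3 days compound exposure.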
EWS-Fli inh: blocks EWS/Fli oncoprotein-driven transcription | A673 NR0B1-luciferase reporter, viability-normalised | AID 651661 | inhibition, % at 12.6 µM | actives 0.67% (n = 350,000);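 active means mean inhibition of at least 50% after viability correction, with every replicate also passing that limit; inconclusive means mean reaches 50% but only one of two replicates passes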;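 further: firefly luciferase signal divided by Alamar Blue viability fluorescence both relative to DMSO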
DENV2 CPE rescue: inhibitors of DENV2 cytopathic effect | AID 651640 | DENV2-infected cells, cytopathic effect rescue, plate reader | actives 1.7% (n = 350,000) | CPE inhibition, % at 9.99 µM; in the data active means CPE inhibition above about 20%, passing the limit was not always enough; inconclusive means no clear call, values can overlap the other calls; tested in BHK-21 cells;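 further: 0% = median of neutral control wells and 100% = median of positive control wells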
ARNT TACC3 PPI: disrupts binding between human ARNT and TACC3; actives 0.66% (n = 390,000); inhibition, % at 9.99 µM; AlphaScreen His-ARNT PAS-B/GST-TACC3 binding, luminescence; TACC3 fragment carries E629A point mutation; Q9Y6A5; AID 623870;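 active means mean inhibition of replicates at least 50% and at least half of replicates each reaching 50%; inconclusive means half or more replicates reach 50% but mean below 50%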;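 further: 0% = complete ARNT plus TACC3 wells and 100% = ARNT alone without TACC3; many hits fall short of the cut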
PAX8 reporter: PAX8 transcriptional activity inhibition; RMG-I TPO-luciferase reporter, SteadyGlo, 24 h; inhibition, % at 12.6 µM; actives 1.2% (n = 360,000); AID 652154;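 active means mean replicate inhibition at least 60% with every replicate also reaching 60%; inconclusive means only one of the two criteria is met; inactive means mean below 60% and not all replicates reaching 60%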;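 further: luciferase light reporting Pax8 driven TPO promoter activity; plate controls were median of neutral control wells for no effect and mitoxantrone controls for full effect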
* marks the source's active call; other numbers are inactive results; ? = inconclusive; . = not tested or not shown; & = joins results of further samples.

Values run as follows: GSIS activator	ERp5 block	PAX8 reporter	DENV2 CPE rescue	ARNT TACC3 PPI	EWS-Fli inh	CFTR F508del cor	XiGFP reactiv
- CCCn1c(=O)c(C(=O)NCCc2ccc(Cl)cc2)c(O)c2ccccc21
→ 1	1	-2	-7	1	-2	-5.2	0.1
- O=C(CO/N=C/c1cccc([N+](=O)[O-])c1)NC1CCCCCC1
→ -5	.	1	.	1	.	.	0.2
- COCC(=O)Nc1ccc2c(c1)OC[C@@H](C)N(Cc1ccncc1)C[C@@H](C)[C@@H](OC)CN(C)C2=O
→ 8	-4	.	6	7	-3	0.7	0.0
- COc1ccc(CCC(=O)NCCS(=O)(=O)N2CCN(c3ccccc3)CC2)cc1
→ 20	0	.	-7	-3	2	2.7	0.9
- Cc1nc2nc(SCc3ccc([N+](=O)[O-])cc3)[nH]c2cc1Br
→ -1	2	-11	-3	-4	-17	-1.7	0.3
- O=C(N/N=C/c1ccc(O)cc1)/C(=C/c1ccccc1)CCO
→ 6	.	-4	.	2	.	.	0.2
- NC(=O)C1(C(N)=O)OC1c1ccccc1 (configuration not stated)
→ 13	2	14	1	0	3	0.6	0.1
- O=[N+]([O-])c1ccc2c(c1)-c1ccccc1C2O (configuration not stated)
→ 11	2	-9	6	.	-13	2.3	0.4
- C[C@H](CO)N1C[C@H](C)[C@@H](CN(C)C(=O)Cc2cccnc2)Oc2ncc(-c3cncnc3)cc2C1=O
→ 27	4	.	-4	-5	-3	2.3	-0.9
- COc1ccc(-c2noc(CN(Cc3nccn3C)C(C)C)n2)cc1
→ -8	5	6	.	-6	-2	-0.5	0.0
- COC(=O)c1ccc(C(=O)OC)c(NC(=O)N2c3ccccc3Sc3ccccc32)c1
→ -5	-1	.	-8	-14	12	-2.8	.
- CN(Cc1ccccc1)C(=O)c1ccc(NC(=O)Cc2ccc(NC(=O)C3CCN(C(=O)C4CCCC4)CC3)cc2)cc1
→ -14	-9	-13	13	1	6	1.2	-0.1
- O=C(NCc1ccccc1Cl)C(=O)c1cn(CC(=O)N2CCOCC2)c2ccccc12
→ -3	1	5	4	1	0	3.6	0.0
- CN1C(=O)c2cc(NC(=O)c3cccc(F)c3)ccc2OC[C@H]2O[C@@H](CC(=O)NCC3CCCCC3)CC[C@@H]21
→ -21&-38	-1&4	1&21	-2&5	3&3	-3&5	.	0.0&0.1
- Cc1[nH]c2ccccc2c1CN1CCC(Cc2ccccc2)CC1
→ -30	0	9	-20	14	31	2.6	0.2
- C[C@@H]1CN([C@H](C)CO)C(=O)c2cc(NC(=O)CCN3CCOCC3)ccc2O[C@H]1CN(C)S(=O)(=O)c1cccs1
→ 2	2	9	-5	.	-3	-1.2	-0.9
- C[C@@H]1CCCCO[C@@H](CN(C)C(=O)Nc2ccc(F)cc2)[C@H](C)CN([C@@H](C)CO)C(=O)c2cc(NC(=O)Nc3ccc4c(c3)OCO4)ccc2O1
→ 4	4	-14	?	13	0	-5.1	-1.2
- CCOC(=O)c1ccc(S(=O)(=O)N2CCC(C(=O)O)CC2)cc1
→ 17	-1	10	.	-13	.	.	.
- CCOCc1nnc(NC(=O)c2cc(OC)c(OC)c(OC)c2)s1
→ -6	1	-12	-6	-23	9	-0.6	0.0
- O=C(c1cccnc1)N1C[C@@H]2[C@H](c3ccccc31)[C@H](CO)N2CC1CCCC1
→ 7	2	20	2	8	-2	0.3	0.1

Looked up by structure from the list above, four records:
Values run as follows: GSIS activator	ERp5 block	PAX8 reporter	DENV2 CPE rescue	ARNT TACC3 PPI	EWS-Fli inh	CFTR F508del cor	XiGFP reactiv
- COc1ccc(CCC(=O)NCCS(=O)(=O)N2CCN(c3ccccc3)CC2)cc1
→ 20	0	.	-7	-3	2	2.7	0.9
- NC(=O)C1(C(N)=O)OC1c1ccccc1 (configuration not stated)
→ 13	2	14	1	0	3	0.6	0.1
- Cc1[nH]c2ccccc2c1CN1CCC(Cc2ccccc2)CC1
→ -30	0	9	-20	14	31	2.6	0.2
- C[C@@H]1CCCCO[C@@H](CN(C)C(=O)Nc2ccc(F)cc2)[C@H](C)CN([C@@H](C)CO)C(=O)c2cc(NC(=O)Nc3ccc4c(c3)OCO4)ccc2O1
→ 4	4	-14	?	13	0	-5.1	-1.2

(list continues)
Values run as follows: GSIS activator	ERp5 block	PAX8 reporter	DENV2 CPE rescue	ARNT TACC3 PPI	EWS-Fli inh	CFTR F508del cor	XiGFP reactiv
- Cc1ccccc1-c1ccc([C@H]2[C@H]3CN(S(=O)(=O)c4cn(C)cn4)CCCCN3[C@H]2CO)cc1
→ -17	-1	31	-16	6	.	-1.7	-0.1
- Cc1ccc(C(=O)Nc2nc(-c3ccccn3)cs2)o1
→ -16	8	-9	5	60*	9	6.4	0.3
- COCC(=O)Nc1ccc2c(c1)OC[C@@H](C)N(C(=O)CC1CC1)C[C@H](C)[C@H](OC)CN(C)C2=O
→ -6	-5	.	-2	.	-6	2.3	0.1
- O=C(c1ccccc1)C1CCN(C(=O)c2ccc(Cl)cc2)CC1
→ -18	3	25	1	-13	6	.	0.0
- O=C(O)/C=C\C(=O)Nc1ccccc1C(=O)NC1CCCCC1
→ 2	0	-85	-5	-18	-21	-2.3	0.0
- Cc1noc(C)c1NC(=O)Nc1ccc2c(c1)C(=O)N([C@H](C)CO)C[C@H](C)[C@H](CN(C)C(=O)C1CCCCC1)OCCCC[C@@H](C)O2
→ 9	3	-21	-8	-10	0	1.2	0.3
- COc1ccccc1C(=O)NCCSCc1c(F)cccc1Cl
→ -4	1	-40	-5	-3	-19	-3.9	0.4
- COc1ccccc1C(=O)Nc1cccc(C(=O)N2CCOCC2)c1
→ 0	-4	.	2	0	-1	-0.7	-0.1
- COc1ccc(CCN(C)c2ncnc3sccc23)cc1OC
→ 20	3	10	9	16	5	0.6	0.0
- NC(=O)C1(Nc2ccccc2)CCCC1
→ .	2	-17	-4	-1	8	-0.5	-0.1
- COc1ccc2c3c(n(C)c2c1)[C@H](CO)N(C(=O)Nc1ccc(F)cc1)CC31CN(C(=O)c2ccccc2F)C1
→ -12	3	.	-8	.	1	0.5	0.1
- COc1cc2[nH]c(=S)nc(NCc3ccc(Cl)cc3)c2cc1OC
→ -9	1	6	6	34	10	2.8	0.0
- COc1ccc(OC)c(-c2nc(C(N)=O)c3[nH]c(=O)n(-c4ccc(F)cc4)c3n2)c1
→ -1	3	20	12	-14	7	-1.2	0.1
- COc1ccc(S(=O)(=O)N2CCOC2CNC(=O)C(=O)NCc2ccccn2)cc1C (configuration not stated)
→ .	6	.	2	12	4	0.2	-0.1
- Cc1ccccc1OCC(=O)Nc1ccccc1C(=O)NC1CC1
→ 6	-3	6	-7	6	-5	0.5	0.0
- Cc1ccccc1N(C(=O)c1snc(C(N)=O)c1N)C(C)C(=O)NC1CCCCC1 (configuration not stated)
→ -4	2	6	1	-6	-16	-3.3	0.2
- CN(C(=O)c1ccc2ccccc2c1)c1ccccn1
→ 9	3	-29	-2	10	-23	0.1	0.3
- COc1ccc(N=N/C(C(C)=O)=C(/C)O)cc1
→ 9	-6	-21	5	0	-20	-0.4	0.0
- COc1cccc(-n2nc(C(=O)NCC3CCCO3)c3ccccc3c2=O)c1 (configuration not stated)
→ 1	3	-6	1	-3	.	-0.4	0.1
- NC(=O)c1ccc(NC(=O)CSc2nnc(-c3ccccn3)n2N)cc1
→ 4	-1	-1	0	17	13	-3.9	-0.4
- CC(C)NS(=O)(=O)c1ccc2c(c1)oc(=O)n2C
→ 1	2	-4	8	-5	0	-1.7	0.3
- CN(CC(=O)Nc1cccc(F)c1)C(=O)c1ccncc1
→ -2	1	6	?	-1	.	-0.7	0.0
- Cc1ccc(-n2c(SCC(=O)N3CCOCC3)nnc2-c2cccnc2)cc1
→ 39	1	.	6	-4	-28	-0.7	.
- CC(=O)NC(CC(=O)OCC(=O)N1c2ccccc2NC(=O)C1(C)C)c1ccccc1 (configuration not stated)
→ 6	4	-2	1	-2	2	-5.1	0.0
- COc1ccc(C(=O)N(c2c(C)cccc2C)C(COC(C)=O)COC(C)=O)cc1
→ 24	-7	-3	2	.	4	-2.6	0.0
- COc1ccccc1-n1c(SCC(=O)N2CCOCC2)nc2ccccc2c1=O
→ -3	-1	17	-4	-16	-2	-2.5	.
- C=CCn1c(=O)c(C(=O)NCc2ccc3c(c2)OCO3)c(O)c2cc(OC)c(OC)cc21
→ 15	-2	-16	-1	4	17	-0.1	-0.1
- C[C@@H]1CN([C@H](C)CO)C(=O)Cc2cc(NC(=O)C3CCCCC3)ccc2O[C@H]1CN(C)Cc1ccc(C(=O)Nc2ccccc2N)cc1
→ -5	-4	20	-13	.	6	2.4	-0.3
- CN(C)c1cc(-c2ccc(Br)cc2)oc(=O)c1Cl
→ -4	1	22	-7	.	-5	0.7	0.1
- CCOC(=O)c1sc2nc(C)cc(-c3ccccc3)c2c1N
→ 22	.	-12	.	-89	.	.	-0.1
- CO[C@@H]1CN(C)C(=O)c2cc(NC(=O)c3cnccn3)ccc2OC[C@@H](C)N(C)C[C@@H]1C
→ 9	-26	.	6	8	4	-2.1	0.0
- CN(C)CC(=O)N[C@H]1CC[C@@H](CCn2cc(C3CCCCC3)nn2)O[C@@H]1CO
→ 7	2	-3	-6	-8	-2	0.3	0.4
- Cc1noc(C)c1S(=O)(=O)Nc1ccc2c(c1)C(=O)N([C@H](C)CO)C[C@H](C)[C@H](CN(C)C(=O)NC(C)C)OCCCC[C@@H](C)O2
→ 0&-4	0&-2	6&-13	?	-6	8&-127	-1.9&0.0	0.1&0.1
- CN(c1cccc(Cl)c1)S(=O)(=O)c1cccc(C(=O)Nc2nc3ccccc3[nH]2)c1
→ -1	-5	71*	6	-4	19	.	-0.1
- COc1cc(Cl)c(C)cc1NC(=O)CN1C(=O)C2CC=CCC2C1=O (configuration not stated)
→ 31	2	20	6	4	11	1.0	0.1
- COC(=O)CCC(=O)Nc1cc(OC)c(OC)cc1Cc1nccc2cc(OC)c(OC)cc12
→ 22	0	4	-3	-11	3	3.0	0.0

From PubChem BioAssay
